# MBNL1 CUG block – qHTS Assay for Inhibitors of MBNL1-poly(CUG) RNA binding. TR-FRET MBNL1-His/biotin-(CUG)12 binding, 665/545 ratio. Potency, µM (top dose mostly 57.5 µM), inactives show at the top dose activity change, negative = inhibition, hits mostly inhibitors. 280,000 tested, 0.036% active. AID 2675, 2010; active means well fitted inhibition curve with a large enough effect in the signal ratio, with a control signal flat, not every such curve was filed as active; inconclusive means small, poorly fitted or top-dose-only effect, or effect the other way, or a change in a side signal; inactive means no such curve, though single readings can be large or run the other way; the % refers to the signal ratio; further: potency means the concentration at half of the fitted maximal effect; on the % scale 0 is the no-effect control and ±100 the full control effect
# Target sequence (Q9NR56 whole entry, looked up): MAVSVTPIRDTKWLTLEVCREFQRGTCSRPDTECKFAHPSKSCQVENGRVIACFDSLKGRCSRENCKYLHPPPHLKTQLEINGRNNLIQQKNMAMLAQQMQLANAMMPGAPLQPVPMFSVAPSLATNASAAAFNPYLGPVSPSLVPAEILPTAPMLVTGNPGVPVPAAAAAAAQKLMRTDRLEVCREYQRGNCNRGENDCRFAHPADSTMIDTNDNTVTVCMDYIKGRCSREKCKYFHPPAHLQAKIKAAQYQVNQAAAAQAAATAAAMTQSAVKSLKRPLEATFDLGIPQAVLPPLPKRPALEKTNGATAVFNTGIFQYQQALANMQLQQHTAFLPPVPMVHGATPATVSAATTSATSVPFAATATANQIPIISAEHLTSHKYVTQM
#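 Compounds (final 92 nM to 58 uM) are added to His-tagged MBNL1 and biotin-(CUG)12, then terbium anti-His antibody and streptavidin-XL665 (5 nM final). After 60 min at room temperature, the 665/545 nm ratio is read.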
# Menin-MLL TR inh – qHTS Assay for Inhibitors Targeting the Menin-MLL Interaction in MLL Related Leukemias: Competition With Texas Red Labeled MLL-derived Mutant Peptide | O00255 | Menin + Texas Red MLL mutant peptide, fluorescence polarization | Potency, µM (series often up to 61.6 µM), without a hit: at the highest dose FP activity change, negative = inhibition, most hits filed as inhibitors | 270,000 tested, 0.23% active | AID 1768, 2009; active means well fitted inhibition curve with a large enough effect in the polarisation, with a control signal flat, not every such curve was filed as active; inconclusive means small, poorly fitted or top-dose-only effect, or effect the other way, or a change in a side signal; inactive means no such curve, though single readings can be large or run the other way; the % refers to the polarisation; further: potency means the concentration at half of the fitted maximal effect; % of control where 0% means no effect; many of its hits are not listed in these tables
# PKM2 activator – qHTS Assay for Activators of Human Muscle isoform 2 Pyruvate Kinase | purified PKM2, Kinase-Glo ATP luminescence, activation; response scale: 0% is enzyme alone, no compound | Pyruvate kinase PKM (Homo sapiens), P14618 | 260,000 tested, 0.34% active | Potency, µM (doses to about 57.5 µM), without a hit: top-dose activation, hits mostly activators | AID 1631, 2009; further: potency means the concentration at half of the fitted maximal effect; on the % scale 0 is the no-effect control and ±100 the full control effect; nearly all actives have a fitted effect of over 55% in size
# Target sequence (P14618 whole entry, looked up, canonical isoform): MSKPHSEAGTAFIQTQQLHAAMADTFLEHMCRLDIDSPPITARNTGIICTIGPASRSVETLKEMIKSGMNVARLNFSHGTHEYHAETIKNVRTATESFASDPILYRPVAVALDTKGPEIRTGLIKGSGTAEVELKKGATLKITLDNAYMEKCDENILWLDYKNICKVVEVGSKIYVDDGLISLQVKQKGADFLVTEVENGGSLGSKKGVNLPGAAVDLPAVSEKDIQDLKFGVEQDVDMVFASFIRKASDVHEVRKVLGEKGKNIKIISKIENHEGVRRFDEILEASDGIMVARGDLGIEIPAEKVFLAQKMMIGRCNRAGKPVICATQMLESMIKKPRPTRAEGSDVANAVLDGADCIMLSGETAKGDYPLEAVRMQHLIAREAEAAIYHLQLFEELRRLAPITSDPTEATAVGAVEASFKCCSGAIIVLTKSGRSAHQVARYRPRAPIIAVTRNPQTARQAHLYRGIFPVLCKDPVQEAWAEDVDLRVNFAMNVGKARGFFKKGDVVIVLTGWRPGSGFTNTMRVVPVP
#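 ATP formation by purified human PK-M2, quantified via coupled luciferase luminescence after 1 h at room temperature with 0.1 mM ADP and 0.5 mM PEP final.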
# GALK inhibitor – qHTS Assay for Inhibitors of Human Galactokinase (GALK) | P51570 | Purified GALK, Kinase-Glo residual ATP luminescence | Potency, µM (series often up to 57.5 µM), inactives show at the top dose activity change, negative = inhibition, hits mostly inhibitors | 270,000 tested, 0.007% active | AID 1868, 2009; further: potency means the concentration at half of the fitted maximal effect; on the % scale 0 is the no-effect control and ±100 the full control effect
#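 Luminescence from leftover ATP (Ultra-Glo luciferase/luciferin) served as read-out after a 1 h room-temperature reaction of 5 nM GALK with 35 uM ATP and 100 uM galactose.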
# ASM inhibitor – Inhibitors of Secretory Acid Sphingomyelinase (S-ASM): qHTS; placental ASM, HMU-PC fluorogenic substrate, 60 min; Potency, µM (highest dose often 57.5 µM), without a hit: at the top dose activity change, negative = inhibition, hits mostly inhibitors; 340,000 tested, 0.006% active; further: potency means the concentration at half of the fitted maximal effect
#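 qHTS format. ASM enzyme prepared from human placenta hydrolyses the fluorogenic substrate HMU-PC0 (9 uM final) over 60 min at 37 °C after a 10 min compound preincubation.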
# TSHR antagonist – Antagonists of the Thyroid Stimulating Hormone Receptor: HTS campaign | Thyrotropin receptor (Homo sapiens), P16473 | TSHR-expressing cells, TSH-stimulated cAMP HTRF, 2 h; active compounds read low | activity change, negative = inhibition, % at 11.5 µM | 330,000 tested, 0.2% active | AID 504810, 2011;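 active means activity change below a set negative limit, meaning inhibition stronger than a set level, cut at about -70% in these data; inconclusive means activity change between two set negative limits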; further: on the % scale 0 is the no-effect control and ±100 the full control effect
#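 TSHR-expressing cells were treated with compounds, then stimulated with TSH at EC80 (4nM final) for 2 hours at 37 deg C. Cellular cAMP was measured by HTRF competition between lysate cAMP and cAMP-d2 for a cryptate-labelled anti-cAMP antibody.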
# hERG WT inh – qHTS for Inhibitors of KCHN2 3.1: Wildtype qHTS; U2OS, BacMam KCNH2, thallium flux FluxOr; active compounds read low; activity change, % at 1.84 µM; 340,000 tested, 0.37% active; AID 720551, 2013;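 active means maximum activity change below -70%; inconclusive means maximum activity change between -70% and -50%; inactive means maximum activity change above -50%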; further: on the % scale 0 is the no-effect control and ±100 the full control effect
#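 U2OS cells were transduced with wild-type KCNH2 virus (2.03 x 10^8 / mL) for 4 h at room temperature, then cultured overnight at 37 C. Thallium flux was read with FluxOr dye. Rate constants were normalized to DMSO controls.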
# Chronic BCR inh – qHTS Assay to Find Inhibitors of Chronic Active B-Cell Receptor Signaling | ABC-DLBCL IkBa-CBG/CBR reporter, luminescence ratio, 4 h | Potency, µM (highest dose often 46.1 µM), for the others: at the highest dose ratio change, negative = lower green/red ratio, usual class: inhibitors | 340,000 tested, 0.05% active; active means well fitted inhibition curve with a large enough effect in the signal ratio, with a control signal flat, not every such curve was filed as active; inconclusive means small, poorly fitted or top-dose-only effect, or effect the other way, or a change in a side signal; the % refers to the signal ratio;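 further: potency means the concentration at half of the fitted maximal effect; plate controls were basal doxycycline-induced cells for no effect and cells given 10 µM MG132 for full effect; MG132 reads +100%, hits lower the ratio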
#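 TMD8 human ABC-DLBCL cells with doxycycline-inducible IκBα–green luciferase fusion and unfused red luciferase, in 0.5% FBS medium; compounds up to 46 uM, 4 h at 37C. Green/red luminescence ratio, filter-overlap corrected, fitted to concentration-response curves.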
# Eya2 phos inh – qHTS Assay for Inhibitors of the Phosphatase Activity of Eya2; Protein phosphatase EYA2 (Homo sapiens), O00167; recombinant Eya2, OMFP fluorescence dephosphorylation (OMFP is methylfluorescein phosphate); Potency, µM (titrated, usually from 76.9 µM), inactives show top-dose activity, negative = inhibition, hits mostly inhibitors; 330,000 tested, 0.006% active; AID 488837, 2010; further: potency means the concentration at half of the fitted maximal effect; on the % scale 0 is the no-effect control and ±100 the full control effect
#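 Eya2 (0.2 uM) preincubated 10 min at ambient with compound, then OMFP substrate added at 50 uM; 10 min reaction in 50 mM HEPES pH 7.5, 50 mM NaCl, 5 uM MgCl2, 0.05% BSA, 1 mM DTT. Fluorescence read at Ex 485/Em 525 nm.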
# Mito fusion act – qHTS Assay for Small Molecule Inhibitors of Mitochondrial Division or Activators of Mitochondrial Fusion; Potency, µM (top dose mostly 46.1 µM), inactives show top-dose growth rescue (activation), hits mostly activators; 320,000 tested, 0.23% active; AID 485298, 2010; S. cerevisiae fusion-defective mutant growth rescue, CellTiterGlo 48 h;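 further: potency means the concentration at half of the fitted maximal effect; % of control where 0% means no effect; nearly all actives have a fitted effect of over 45% in size; temperature-sensitive fusion mutants such as fzo1-1 at 37 °C on non-fermentable ethanol glycerol medium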
#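 Yeast fusion mutant, YPEG (non-fermentable carbon), compound, 48 h at 37C non-permissive; CellTiterGlo added, 10 min RT, luminescence read. Rescued growth = division inhibition.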
# USP2a inh – qHTS Assay for Inhibitors of Ubiquitin-specific Protease USP2a Using CHOP2 as the Reporter | Ubiquitin carboxyl-terminal hydrolase 2 (Homo sapiens), O75604 | USP2 core, Ub-CHOP2 coupled fluorogenic reporter, 485/531 | Potency, µM (doses to about 38.3 µM), without a hit: at the top dose activity change, negative = inhibition, most hits filed as inhibitors | 330,000 tested, 0.01% active | AID 463254, 2010;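 further: potency means the concentration at half of the fitted maximal effect; plate controls were DMSO wells for no effect and full inhibition by NEM control for full effect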
#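 USP2 core (10nM final) preincubated 30min RT with compound in 20mM Tris-HCl pH 8.0, 2mM CaCl2, 2mM beta-mercaptoethanol, 0.05% CHAPS; 25nM Ub-CHOP2 plus 25nM reporter substrate added, fluorescence (Ex485/Em531) read after 60min.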
# * hit, by the source's call; i = inactive; u = inconclusive; x = no result given; & = joins results of further samples; [ ] = dose if it differs, or a comment. Unless noted, the call rests on the fitted dose curve; in most records, active means well fitted curve in the direction sought with a large enough effect; inconclusive means small, poorly fitted or top-dose-only effect, or another doubt; inactive means no such curve, though single readings can be large; an effect the other way counts as inactive or inconclusive.
SMILES,MBNL1 CUG block,Menin-MLL TR inh,PKM2 activator,GALK inhibitor,ASM inhibitor,TSHR antagonist,hERG WT inh,Chronic BCR inh,Eya2 phos inh,Mito fusion act,USP2a inh
Cc1nc(C(=O)N(C)C)nn1-c1ccc(Cl)cc1Cl,-4%,-1%,0%,-1%,3%,15,-4,-13%,-8%,-2%,-3%
CCc1ccc(NC(=O)Cn2cccc2)cc1,-6%,-6%,1%,1%,-1%,12,1,-1%,3%,-3%,2%
O=C(CCN1C(=O)S/C(=C\c2ccccc2)C1=O)Nc1ccc(S(=O)(=O)Nc2nccs2)cc1,14%,u,10%,-12%,-13%,-11,6,u,14%,-1%,4%
CCOC(=O)/C(=N/Nc1ccccc1)c1csc(Nc2ccccc2)n1,1%,u,3%,-1%,-23%,-13,28,u,-16%,8%,1%
NC(=O)C1CCN(c2ncnc3c2c(-c2ccccc2)cn3-c2ccccc2)CC1,-5%,4%,1%,1%,-1%,-19,-8,u,0%,11%,-1%
C=CCN(CC=C)S(=O)(=O)c1ccc(NC(=S)NC(=O)/C=C/c2ccccc2)cc1,3%,u,0%,x,-2%,-4,-16,u,8%,1%,2%
COc1ccccc1C(=O)NC(=O)COC(=O)c1cccc(OC(F)F)c1,x,x,x,x,-4%,8,24,-12%,8%,-15%,1%
CC(OC(=O)C1CC(=O)N(Cc2ccco2)C1)C(=O)Nc1cccc(C#N)c1 (stereo not drawn),x,x,x,x,5%,3,3,-1%,-42%,-6%,-2%
CCC(CO)Nc1ccc(-c2nn(C)c(=O)c3ccccc23)cc1[N+](=O)[O-] (stereo not drawn),u,-2%,0%,-1%,1%,-10,2,-18%,1%,-4%,0%
COc1ccc(NC(=O)C2CCC(N3C(=O)C4CCCCC4C3=O)CC2)cc1 (stereo not drawn),-3%,-8%,6%,8%,2%,6,-15,-1%,-5%,-5%,1%
CCOC(=O)Cn1c(=O)n(C2CCCC2)c(=O)c2ccccc21,-11%,-1%,-7%,-2%,-3%,-7,-1,4%,-16%,14%,0%
CN(C)CCCN(C(=O)c1ccc(S(=O)(=O)N(C)Cc2ccccc2)cc1)c1nc2cc3c(cc2s1)OCO3,8%,u,-2%,-2%,-8%,-24,1,-4%,-7%,-10%,0%
Cc1nonc1C(=O)N1CCCC(Nc2ccc(C(C)C)cc2)C1 (stereo not drawn),3%,11%,x,-5%,1%,-18,-17,-1%,1%,3%,2%
Cc1nn(C)cc1C(C)NC(=O)c1cc(COc2c(F)cccc2F)on1 (stereo not drawn),-6%,-21%,-3%,-3%,-3%,12,3,-20%,1%,-2%,2%
O=C1NCCCC1C(=O)N/N=C/c1ccccc1O (stereo not drawn),6%,-7%,-17%,-1%,i,20,2,4%,3%,-8%,1%
O=C(CN1CCN(Cc2ccccc2)CC1)Nc1ccc2c(c1)CCC2,0%,-14%,x,0%,-1%,2,27,u,u,6%,-2%
Cn1c(=O)c2c(ncn2CCNC2=NCCCCC2)n(C)c1=O,-4%,8%,-30%,1%,0%,-4,-8,10%,-2%,3%,2%
COc1ccc(CNc2oc(COc3ccccc3)nc2C#N)cc1,4%,34%[activator],-4%,-1%,0%,-12,-17,-24%,-14%,13%,0%
CC1CN/C(=C\C(=O)c2ccccc2)C(=O)N1 (stereo not drawn),u,5%,-8%,-4%,-2%,-2,0,u,2%,4%,2%
Cc1c(O)c(=O)ccn1C,-15%&-11%,1%,9%&0%,0%&-2%,-2%,24&1,13,0%&12%,1%&9%,0%&22%,8%&1%
Cc1ccc2c(c1)C1CCCC3C1N2CC(=O)N3Cc1ccccc1 (stereo not drawn),8%,-2%,10%,0%,x,-14,x,u,6%,15%,0%
CCCn1nc(NS(=O)(=O)c2ccccc2)c2cc3cc(C)ccc3nc21,10%[11.5 µM],3%,0%,x,19%,-2,-7,2%,6%,-5%,4%
CC(=O)N1CCC(C(=O)NC2CCCc3c2cnn3-c2cc(F)cc(F)c2)CC1 (stereo not drawn),0%,x,-5%,-3%,-2%,-9,7,5%,5%,-1%,1%
Cc1cc2ccccc2n2c(SCC(=O)NCC3CCCO3)nnc12 (stereo not drawn),10%,-6%,-1%,-2%,3%,8,-3,5%,18%,0%,10%
O=C(O)c1cc(NS(=O)(=O)c2ccc(F)cc2)cc(NS(=O)(=O)c2ccc(F)cc2)c1,x,x,x,x,5%,-4,-9,1%,18%,x,-5%

# 4 compounds out of the list, arranged by count of non-hydrogen atoms, rising:
SMILES,MBNL1 CUG block,Menin-MLL TR inh,PKM2 activator,GALK inhibitor,ASM inhibitor,TSHR antagonist,hERG WT inh,Chronic BCR inh,Eya2 phos inh,Mito fusion act,USP2a inh
CC1CN/C(=C\C(=O)c2ccccc2)C(=O)N1 (stereo not drawn),u,5%,-8%,-4%,-2%,-2,0,u,2%,4%,2%
O=C1NCCCC1C(=O)N/N=C/c1ccccc1O (stereo not drawn),6%,-7%,-17%,-1%,i,20,2,4%,3%,-8%,1%
CCOC(=O)Cn1c(=O)n(C2CCCC2)c(=O)c2ccccc21,-11%,-1%,-7%,-2%,-3%,-7,-1,4%,-16%,14%,0%
COc1ccccc1C(=O)NC(=O)COC(=O)c1cccc(OC(F)F)c1,x,x,x,x,-4%,8,24,-12%,8%,-15%,1%

# The list goes on:
SMILES,MBNL1 CUG block,Menin-MLL TR inh,PKM2 activator,GALK inhibitor,ASM inhibitor,TSHR antagonist,hERG WT inh,Chronic BCR inh,Eya2 phos inh,Mito fusion act,USP2a inh
O=C(COC(=O)C1=COCCO1)NCc1ccc(Cl)cc1,x,5%,-12%,11%,8%,11,-23,-9%,-5%,-4%,0%
Cc1nn(C)c(C)c1S(=O)(=O)NC1CCCc2ccccc21 (stereo not drawn),-1%,-14%,1%,0%,-9%,-4,13,4%,23%,0%,4%
Cc1cc(N2CC(C)OC(C)C2)n2cc(-c3ccccc3)nc2n1 (stereo not drawn),0%,-10%,0%,6%,19%,-4,20,u,-3%,17%,-1%
CN(CCc1ccccn1)Cc1ccc(Cl)cc1,-6%,5%,3%,-1%,1%,x,2,x,x,-3%,x
COc1ccc(C)cc1S(=O)(=O)Nc1cc2c3c(c1)CCC(=O)N3CCC2,x,x,x,x,2%,-9,-2,u,18%,11%,0%
CC1CC(N(C(=O)c2ccc(Cl)cc2)c2ccccc2)c2ccccc2N1C(=O)c1ccco1 (stereo not drawn),-10%,-15%,1%,5%,-18%,-9,4,u,-15%,u,0%
CCOc1ccccc1NC(=O)c1cc(-c2cc(OC)c(OC)c(OC)c2)nc2ccccc12,21%,25%,1%,-2%,-17%,-4,-8,u,-2%,14%,0%
Cc1ccc(NC(=O)COC(=O)Cc2csc(-c3ccc(Cl)cc3)n2)cc1C,9%,-3%,10%,2%,1%,1,-11,u,4%,1%,2%
COc1cccc(C(=O)N/N=C(\C)CC(=O)Nc2ccc(N(C)C)cc2)c1,2%,-15%,2%[11.5 µM],6%,3%,15,-6,u,-4%,-17%,-1%

# Assay outcomes from PubChem BioAssay.

# An excerpt (hit frequency here may not be typical).
